From PubChem
KCNQ1 pot – potentiates or activates the human KCNQ1 potassium channel; B-score at 10 µM; CHO-K1 KCNQ1, thallium flux FluxOR fluorescence; active compounds read high; AID 2648; 310,000 compounds, 0.35% hits; P51787;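 active = fluorescence ratio B-score, a plate-corrected score, at least three library SD, with initial intensity B-score within 5 SD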
Target sequence (P51787 whole entry, looked up): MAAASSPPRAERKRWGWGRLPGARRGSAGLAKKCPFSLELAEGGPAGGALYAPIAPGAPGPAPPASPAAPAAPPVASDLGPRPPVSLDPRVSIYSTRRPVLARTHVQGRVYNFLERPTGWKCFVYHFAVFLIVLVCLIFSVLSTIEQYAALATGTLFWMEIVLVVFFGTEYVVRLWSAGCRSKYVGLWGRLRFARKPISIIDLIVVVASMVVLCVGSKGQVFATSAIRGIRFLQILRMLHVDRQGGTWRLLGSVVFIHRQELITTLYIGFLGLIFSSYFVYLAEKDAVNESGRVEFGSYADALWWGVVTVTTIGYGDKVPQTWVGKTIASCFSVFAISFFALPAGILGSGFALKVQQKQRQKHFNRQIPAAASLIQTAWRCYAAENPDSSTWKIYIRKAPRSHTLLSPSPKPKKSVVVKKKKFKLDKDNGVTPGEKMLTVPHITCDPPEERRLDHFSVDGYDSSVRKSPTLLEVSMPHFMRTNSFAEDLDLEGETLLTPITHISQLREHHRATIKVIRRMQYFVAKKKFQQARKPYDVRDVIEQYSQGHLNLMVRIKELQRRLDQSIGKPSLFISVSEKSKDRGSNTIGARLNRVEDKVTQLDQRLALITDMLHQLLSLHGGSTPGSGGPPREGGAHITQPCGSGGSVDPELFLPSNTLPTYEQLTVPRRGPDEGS
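Schedule – 37 °C overnight plating, 90-min dark dye load, 20-min compound pretreatment · System – stable KCNQ1 CHO-K1 line · Probe or stimulus – thallium- and potassium-containing depolarizing buffer · Measured by – kinetic FluxOR fluorescence, 10 s baseline plus 110 s post-stimulus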
TRPC4 potent – allosteric potentiators of mouse TRPC4 channel; HEK293 TRPC4beta/mu-opioid, DAMGO EC20, Fluo-4 Ca2+ flux; active compounds read high; AID 2227; 310,000 compounds, 0.42% hits; B-score at 10 µM; Q9QUQ5;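 active = B-score of calcium response area above 5 SD of library B-scores, with initial fluorescence ratio within 5 SD of library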;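 note: B-score of integrated fluorescence ratio over time as area under calcium response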
KCNK9 block – inhibitors of human KCNK9 two-pore domain potassium channel; B-score at 10 µM; HEK293 KCNK9, FluxOR thallium flux fluorescence; active compounds read low; 310,000 compounds, 1.2% hits;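 active = ratio B-score over 3 SD below the library mean, with starting fluorescence within 5 SD of its mean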;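 note: negative B-score means less thallium flux so channel inhibition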
Target sequence (Q9NPC2 whole entry, looked up, the tested form may be a part): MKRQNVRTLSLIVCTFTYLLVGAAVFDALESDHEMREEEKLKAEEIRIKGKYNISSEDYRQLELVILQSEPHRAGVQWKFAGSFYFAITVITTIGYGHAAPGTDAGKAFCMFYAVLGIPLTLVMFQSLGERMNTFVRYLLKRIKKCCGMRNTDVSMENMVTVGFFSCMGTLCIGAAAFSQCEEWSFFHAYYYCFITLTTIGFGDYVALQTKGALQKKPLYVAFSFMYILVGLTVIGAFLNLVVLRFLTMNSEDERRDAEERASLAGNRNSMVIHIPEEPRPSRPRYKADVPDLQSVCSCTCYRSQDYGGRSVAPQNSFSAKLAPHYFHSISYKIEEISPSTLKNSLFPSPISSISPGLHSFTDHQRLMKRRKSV
KCNK3 block – human KCNK3 channel inhibition, primary screen; B-score at 10 µM; O14649; 340,000 compounds, 0.84% hits; CHO-KCNK3 thallium flux, FluxOR fluorescence; active compounds read low;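 active = B-score under library mean minus 4 SD, starting fluorescence ratio at most library mean plus 5 SD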;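 note: more negative B-score means stronger inhibition of thallium flux through KCNK3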
TRPC4 agonist – activators of mouse TRPC4 channel | HEK293 TRPC4beta/mu-opioid, Fluo4 calcium fluorescence; active compounds read high | Q9QUQ5 | AID 2237 | B-score at 10 µM | 310,000 compounds, 0.49% hits;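 active = B-score above 5 SD of library B-scores, and initial fluorescence ratio not above library mean plus 5 SD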;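 note: positive B-score marks a calcium rise read as TRPC4 activation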
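system = HEK293 cells stably co-expressing mouse TRPC4beta and mu-opioid receptor | schedule = Fluo4 dye loading 45 min at room temperature, 110 s recording | measure = B-scored integrated calcium fluorescence ratio | signal = Fluo4 calcium-sensitive dye fluorescence, kinetic, 1 Hz baseline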
KCNQ1 inh – blocks the human KCNQ1 potassium channel. P51787. CHO-K1 KCNQ1, FluxOR thallium flux fluorescence; active compounds read high. B-score at 10 µM. 310,000 compounds, 1.3% hits;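 active = compounds whose thallium flux B-score, printed positive for inhibition, exceeds three library SD while starting fluorescence stays within three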;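 note: channel opened by potassium depolarization with thallium stimulus after 20 min compound exposure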
TRPC4 inh – TRPC4 (mouse) channel inhibition; 300,000 compounds, 0.39% hits; B-score at 10 µM; HEK293 TRPC4beta/mu-opioid, DAMGO-evoked Fluo4 calcium flux; active compounds read low; Q9QUQ5; AID 2247;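 active = B-score over 3 SD under the library average, no early fluorescence shift, positive overall ratio signal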
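Material: HEK293 cells with stable TRPC4beta plus mu-opioid receptor expression; probe or stimulus: DAMGO in two steps, submaximal then maximal; technique: Fluo4 calcium fluorescence by kinetic imaging, 5 s 1 Hz baseline; measure: integrated fluorescence ratio relative to baseline, converted to per-well B score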
Dyrk1A ADPGlo – inhibitors of rat Dyrk1A kinase | Q63470 | ADP-Glo luminescence, NFATc1 peptide | inhibition, % at 12.5 µM | 310,000 compounds, 0.43% hits; in the data active = inhibition above about 50%;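 note: plate controls were vehicle with enzyme for no effect and no enzyme for full effect; many of its hits are not listed in these tables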
hERG rescue – compounds protecting human hERG from proarrhythmic drug block | Q12809 | CHO-hERG, FluxOR thallium flux, dofetilide IC70 present | activation (rescue from dofetilide block), less the hit threshold, % at 10 µM | 310,000 compounds, 0.51% hits | AID 1511;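 active = activation above the mean of controls blocked by dofetilide plus 5 SD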;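 note: thallium influx through hERG after potassium depolarization seen as dye fluorescence rise; in these data hits start at about 4.7%; inactives centre near -7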
PolyA inh – blocks polyadenylation in yeast reporter cells | 300,000 compounds, 0.02% hits | AID 1875 | calls only at 12 µM | S. cerevisiae SKY197-pL101 polyadenylation reporter, beta-gal luminescence; efflux-impaired pdr1/pdr3 knockout yeast; score 100 = 6 SD above DMSO;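 active = lowest replicate activity score at least 50, where 100 means six control SD above control mean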;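 note: yeast exposed to compound for 9 h at 30 °C; higher score means more reporter readthrough which indicates perturbed polyadenylation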
Platelet DG rel – platelet dense granule release activity. 300,000 compounds, 0.22% hits. human platelet-rich plasma, SFLLRN dense granule ATP release, luminescence. AID 1663. inhibition, %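 (compounds screened at 7.5 µM in platelet-rich plasma)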;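 active = mean replicate score, as percent of positive control, at or above 50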
* = called active by the depositor. A portion of the library; the hit share may differ from the screen's.

S=C(Nc1ccccc1)N1CCOCC1 was read as KCNQ1 pot inactive, TRPC4 potent inactive, KCNK9 block inactive, KCNK3 block inactive, TRPC4 agonist inactive, KCNQ1 inh inactive, TRPC4 inh inactive, Dyrk1A ADPGlo -2, hERG rescue -6, PolyA inh inactive and Platelet DG rel 4.
COc1ccc(C(=O)Nc2cc(C)nn2-c2ccc(F)cc2)cc1 was read as KCNQ1 pot inactive, TRPC4 potent inactive, KCNK9 block inactive, KCNK3 block inactive, TRPC4 agonist inactive, KCNQ1 inh inactive, TRPC4 inh inactive, Dyrk1A ADPGlo -3, hERG rescue -8, PolyA inh inactive and Platelet DG rel -1.
`CC1(C)Cc2c(sc3[nH]c(=S)n(Cc4ccccc4)c(=O)c23)CO1` gave KCNQ1 pot 34*, TRPC4 potent inactive, KCNK9 block inactive, KCNK3 block inactive, TRPC4 agonist inactive, KCNQ1 inh inactive, TRPC4 inh inactive, Dyrk1A ADPGlo 48, hERG rescue 4.7*, PolyA inh inactive and Platelet DG rel -6.
For COC(=O)c1c(NC(=O)c2ccccc2F)sc(C(=O)N2CCOCC2)c1C the results were KCNQ1 pot inactive, TRPC4 potent inactive, KCNK9 block inactive, KCNK3 block inactive, TRPC4 agonist inactive, KCNQ1 inh inactive, TRPC4 inh inactive, Dyrk1A ADPGlo -5, hERG rescue -12, PolyA inh inactive and Platelet DG rel 0.
Screening Cc1ccc(-c2c(C(=O)N3CCOCC3)oc(=O)c3ccccc23)cc1 returned KCNQ1 pot inactive, TRPC4 potent inactive, KCNK9 block inactive, KCNK3 block inactive, TRPC4 agonist inactive, KCNQ1 inh inactive, TRPC4 inh inactive, Dyrk1A ADPGlo 12, hERG rescue -11, PolyA inh inactive and Platelet DG rel 6.
`COCCNS(=O)(=O)c1ccc(SC)cc1` gave KCNQ1 pot inactive, TRPC4 potent inactive, KCNK9 block inactive, KCNK3 block inactive, TRPC4 agonist inactive, KCNQ1 inh inactive, TRPC4 inh inactive, Dyrk1A ADPGlo -7, hERG rescue -6, PolyA inh inactive and Platelet DG rel -8.
For CCOc1ccc(N(CC(=O)NN=C2CCN(C)CC2)S(=O)(=O)c2ccc(Br)cc2)cc1 the results were KCNQ1 pot inactive, TRPC4 potent inactive, KCNK9 block inactive, KCNK3 block inactive, TRPC4 agonist inactive, KCNQ1 inh inactive, TRPC4 inh inactive, Dyrk1A ADPGlo -3, hERG rescue -4, PolyA inh inactive and Platelet DG rel 1.
CNC(=S)n1cnc(N)n1 was read as KCNQ1 pot inactive, TRPC4 potent inactive, KCNK9 block inactive, KCNK3 block inactive, TRPC4 agonist inactive, KCNQ1 inh inactive, TRPC4 inh inactive, Dyrk1A ADPGlo -4, hERG rescue -9, PolyA inh inactive and Platelet DG rel 4.
Screening CC(=O)N(c1ccccc1)c1nc(C)cc(C)c1C#N returned KCNQ1 pot inactive, TRPC4 potent inactive, KCNK9 block inactive, KCNK3 block inactive, TRPC4 agonist inactive, KCNQ1 inh inactive, TRPC4 inh inactive, Dyrk1A ADPGlo -3, hERG rescue -3, PolyA inh inactive and Platelet DG rel -3.
CCN(CC)CCCNc1cc(C)nc2cc(-c3cccs3)nn12 was read as KCNQ1 pot inactive, TRPC4 potent inactive, KCNK9 block inactive, KCNK3 block inactive, TRPC4 agonist inactive, KCNQ1 inh inactive, TRPC4 inh inactive, Dyrk1A ADPGlo 1, hERG rescue -4, PolyA inh inactive and Platelet DG rel -2.
`COc1ccc(Nc2nc(N)nc(CSC(=S)N3CCC(C)CC3)n2)cc1` gave KCNQ1 pot inactive, TRPC4 potent inactive, KCNK9 block inactive, KCNK3 block inactive, TRPC4 agonist inactive, KCNQ1 inh inactive, TRPC4 inh inactive, Dyrk1A ADPGlo 0, hERG rescue -5, PolyA inh inactive and Platelet DG rel 2.
Cc1cc(C(=O)NCCN2C(=O)S/C(=C\c3cccs3)C2=O)ccc1[N+](=O)[O-] was read as KCNQ1 pot inactive, TRPC4 potent inactive, KCNK9 block inactive, KCNK3 block inactive, TRPC4 agonist inactive, KCNQ1 inh inactive, TRPC4 inh inactive, Dyrk1A ADPGlo -2, hERG rescue -1, PolyA inh inactive and Platelet DG rel 0.
Screening CCNC(=S)Nc1cccc([N+](=O)[O-])c1 returned KCNQ1 pot inactive, TRPC4 potent inactive, KCNK9 block inactive, TRPC4 agonist inactive, KCNQ1 inh inactive, TRPC4 inh inactive, hERG rescue -4, PolyA inh inactive and Platelet DG rel -11.
For Cc1cc(C)n(C(=O)CNC(=O)CCc2ccccc2)n1 the results were KCNQ1 pot inactive, TRPC4 potent inactive, KCNK9 block inactive, KCNK3 block inactive, TRPC4 agonist inactive, KCNQ1 inh inactive, TRPC4 inh inactive, Dyrk1A ADPGlo -1, hERG rescue -6, PolyA inh inactive and Platelet DG rel -2.
Cc1ccc(C(=O)COC(=O)c2cccs2)cc1 was read as KCNQ1 pot inactive, TRPC4 potent inactive, KCNK9 block inactive, KCNK3 block inactive, TRPC4 agonist inactive, KCNQ1 inh inactive, TRPC4 inh inactive, Dyrk1A ADPGlo 1, hERG rescue -4, PolyA inh inactive and Platelet DG rel 15.
`Cc1ccc(C(=O)OCC(=O)N2C(C)CCCC2C)cc1S(=O)(=O)N1CCCCC1` (centres undefined) gave KCNQ1 pot inactive, TRPC4 potent inactive, KCNK9 block inactive, KCNK3 block inactive, TRPC4 agonist inactive, KCNQ1 inh inactive, TRPC4 inh inactive, Dyrk1A ADPGlo 5, hERG rescue -9, PolyA inh inactive and Platelet DG rel -2.
Screening O=C(Nc1cccc(O)c1)c1ccc(C(F)(F)F)cc1 returned KCNQ1 pot inactive, TRPC4 potent inactive, KCNK9 block inactive, KCNK3 block inactive, TRPC4 agonist inactive, KCNQ1 inh inactive, TRPC4 inh inactive, Dyrk1A ADPGlo 9, hERG rescue -8, PolyA inh inactive and Platelet DG rel 8.
`CC(=O)OCC(=O)[C@H]1CC[C@H]2[C@@H]3CC=C4C[C@@H](O)CC[C@]4(C)[C@H]3CC[C@]12C` gave KCNQ1 pot inactive, TRPC4 potent inactive, KCNK9 block inactive, KCNK3 block inactive, TRPC4 agonist inactive, KCNQ1 inh inactive, TRPC4 inh inactive, Dyrk1A ADPGlo -8, hERG rescue -5, PolyA inh inactive and Platelet DG rel -3.
Screening Cc1cc(NC(=O)c2ccc(F)cc2)n(-c2ccccc2)n1 returned KCNQ1 pot inactive, TRPC4 potent inactive, KCNK9 block inactive, KCNK3 block inactive, TRPC4 agonist inactive, KCNQ1 inh inactive, TRPC4 inh inactive, hERG rescue -3, PolyA inh inactive and Platelet DG rel 5.
CCOC(=O)C1=C(C)N=C2SCCC(=O)N2C1c1ccc(OC)cc1 (centres undefined) was read as KCNQ1 pot inactive, TRPC4 potent inactive, KCNK9 block inactive, TRPC4 agonist inactive, KCNQ1 inh inactive, TRPC4 inh inactive, hERG rescue -4, PolyA inh inactive and Platelet DG rel -16.
`COC(=O)[C@H](CC(C)C)NC(=O)Nc1ccc(S(N)(=O)=O)cc1` gave KCNQ1 pot inactive, TRPC4 potent inactive, KCNK9 block inactive, KCNK3 block inactive, TRPC4 agonist inactive, KCNQ1 inh inactive, TRPC4 inh inactive, Dyrk1A ADPGlo 4, hERG rescue -6, PolyA inh inactive and Platelet DG rel 4.
Screening Cc1nc2ccccc2cc1O returned KCNQ1 pot inactive, TRPC4 potent inactive, KCNK9 block inactive, KCNK3 block inactive, TRPC4 agonist inactive, KCNQ1 inh inactive, TRPC4 inh inactive, Dyrk1A ADPGlo 22, hERG rescue -4, PolyA inh inactive and Platelet DG rel -9.
`COc1cc(/C=C/C(=O)O)ccc1OCc1ccc([N+](=O)[O-])cc1` gave KCNQ1 pot inactive, TRPC4 potent inactive, KCNK9 block inactive, KCNK3 block inactive, TRPC4 agonist inactive, KCNQ1 inh inactive, TRPC4 inh inactive, Dyrk1A ADPGlo -9, hERG rescue -7, PolyA inh inactive and Platelet DG rel 15.
COc1ccc(N2CCN(C(=O)COc3ccc4ccccc4c3)CC2)cc1 was read as KCNQ1 pot inactive, TRPC4 potent inactive, KCNK9 block inactive, KCNK3 block inactive, TRPC4 agonist inactive, KCNQ1 inh inactive, TRPC4 inh inactive, Dyrk1A ADPGlo -3, hERG rescue -6, PolyA inh inactive and Platelet DG rel -3.
For Cc1nn(CC(=O)Nc2cccnc2)c(C)c1[N+](=O)[O-] the results were KCNQ1 pot inactive, TRPC4 potent inactive, KCNK9 block inactive, KCNK3 block inactive, TRPC4 agonist inactive, KCNQ1 inh inactive, TRPC4 inh inactive, Dyrk1A ADPGlo 5, hERG rescue -17, PolyA inh inactive and Platelet DG rel 61*.
`CCOC(=O)c1ccc(NC(=O)CN2C(=O)CSC2=O)cc1` gave KCNQ1 pot inactive, TRPC4 potent inactive, KCNK9 block inactive, KCNK3 block inactive, TRPC4 agonist inactive, KCNQ1 inh inactive, TRPC4 inh inactive, Dyrk1A ADPGlo 5, hERG rescue -10, PolyA inh inactive and Platelet DG rel -1.
`CC1CCN(C(=O)c2ccc(S(=O)(=O)NCc3ccco3)cc2)CC1` gave KCNQ1 pot inactive, TRPC4 potent inactive, KCNK9 block inactive, KCNK3 block inactive, TRPC4 agonist inactive, KCNQ1 inh inactive, TRPC4 inh inactive, Dyrk1A ADPGlo -1, hERG rescue -7, PolyA inh inactive and Platelet DG rel -2.
Screening CC1CCN(CCCn2c(=S)[nH]c3ccccc3c2=O)CC1 returned KCNQ1 pot inactive, TRPC4 potent inactive, KCNK9 block inactive, KCNK3 block inactive, TRPC4 agonist inactive, KCNQ1 inh inactive, TRPC4 inh inactive, Dyrk1A ADPGlo 6, hERG rescue -6, PolyA inh inactive and Platelet DG rel -1.
CCOC(=O)C1CCN(C(=O)COc2ccc(Cl)cc2C)CC1 was read as KCNQ1 pot inactive, TRPC4 potent inactive, KCNK9 block inactive, KCNK3 block inactive, TRPC4 agonist inactive, KCNQ1 inh inactive, TRPC4 inh inactive, Dyrk1A ADPGlo 6, hERG rescue -14, PolyA inh inactive and Platelet DG rel 8.
